# Lipid storage S3 – qHTS Assay for Lipid Storage Modulators in Drosophila S3 Cells | Drosophila S3 cells, BODIPY lipid droplet fluorescence, 18-24 h; cells fed with added oleic acid | lipid storage change, negative = inhibition, % at the top dose, mostly 46.1 µM; hits show Potency in µM | actives 0.64% (n = 320,000); active = well fitted inhibition curve with a large enough effect in the signal ratio, with a control signal flat, not every such curve was filed as active; inconclusive = small, poorly fitted or top-dose-only effect, or effect the other way, or a change in a side signal; the % refers to the signal ratio
#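 Drosophila S3 cells loaded with oleic acid (400 uM, as added) and compounds at several concentrations; lipid droplets imaged by 488-nm laser-scanning cytometry, 500–530 nm intensity and object ratio to cell channel. Percent activity normalized to 20 uM Triacsin C.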
# Lipid storage S3 cell count max – further read-out of Lipid storage S3, marked with its call; cell number change, %; measured here: cell count max response;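 cells counted by Cell Tracker Red CMTPX staining in the red channel; peak over a dose series mostly up to 46.1 µM; percent activity relative to internal control wells on each plate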
# Starred values were filed as active, the others as inactive; i = inactive; ? = inconclusive; / = no result given. % is scaled to controls: 0 for no effect and ±100 for the full control effect; potency is read from the fitted curve at half-maximal effect. Some of the compounds tested; rates above refer to the full screens.
SMILES,Lipid storage S3,Lipid storage S3 cell count max
Cc1onc(-c2ccccc2)c1CNC(=O)CN1C(=O)c2ccccc2C1=O,?,/
Cc1nc(NCc2ccccc2)c2cc[nH]c2n1,?,/
CCn1c(SCC(=O)NC2CCCCC2)nnc1-c1cccs1,i,9
Cc1occc1-c1nnc(SCC(=O)Nc2ccccc2)n1CCc1ccccc1,?,/
Cc1coc2cc3oc(=O)c(CCC(=O)NCCCN4CCCC4=O)c(C)c3cc12,?,/
Cc1cc(C)n(-c2nc3c(c(=O)[nH]c(=O)n3C)n2CC(O)c2ccccc2)n1 (centres undefined),?,/
O=S(=O)(c1ccccc1)N1CCN(Cc2ccccc2C(F)(F)F)CC1,?,/
Cc1ccc(C(C(=O)Nc2ccc(C(C)C)cc2)N(C)C(=O)c2ccc(=O)[nH]c2)cc1 (centres undefined),?,/
CCOc1ccc(N2CC(C(=O)NCc3ccc(C)n3C)CC2=O)cc1 (centres undefined),6%,6
CCc1ccc(C(=O)CCC(=O)Nc2ccc(OC)c(S(=O)(=O)N3CCCCC3)c2)cc1,?,/
CCCNC(=S)NCCN1CCCCC1,-4%,1
Cc1oc(-c2ccc(Cl)cc2)nc1CN1CCC(C(=O)N2CCN(Cc3ccccc3)CC2)CC1,?,/

# Of the compounds above, two have a halogen.
SMILES,Lipid storage S3,Lipid storage S3 cell count max
O=S(=O)(c1ccccc1)N1CCN(Cc2ccccc2C(F)(F)F)CC1,?,/
Cc1oc(-c2ccc(Cl)cc2)nc1CN1CCC(C(=O)N2CCN(Cc3ccccc3)CC2)CC1,?,/

# (more compounds)
SMILES,Lipid storage S3,Lipid storage S3 cell count max
COc1ccc(CCNC(=O)CS(=O)(=O)Cc2nc(-c3ccccc3Cl)oc2C)cc1OC,?,/
Cc1[nH]c2ccccc2c1-c1csc(N)n1,24%,/
CC(C)c1ccc(S(=O)(=O)N2CCN(C(C)C(=O)NC3CCCC3)CC2)cc1 (centres undefined),10%,4
CCC(=O)N/C(=N\OCc1ccc(F)cc1)c1nonc1NC(=O)CC,2%,10
CC(C)n1c(SCC(=O)N2CCCC2)nc2c1c(=O)n(C)c(=O)n2C,?,/
FC(F)(F)c1cccc(-c2nc3nc(Cl)c(Cl)nc3[nH]2)c1,?,/
Cc1ccc(NC(=O)OCCN2CCN(Cc3ccccc3)CCC2=O)cc1C,?,/
Cn1cc(C(=O)c2ccc(Cl)cc2Cl)cc1C(=O)N/N=C(\N)COc1ccccc1,-17%,16
C/C(=N\NC(=O)c1nnn(-c2nonc2N)c1CSc1ccc(Cl)cc1)c1ccco1,?,/
O=C(N/N=C/c1cccc([N+](=O)[O-])c1)C(=O)N1CCCCCC1,-9%,-14
Cc1nn(C)cc1CN(C)C(=O)CCc1nnc(CCC2CCCCC2)o1,-8%,11
COc1ccc(NC2CCCN(C(=O)COc3ccc(C)cc3)C2)cc1 (centres undefined),2.1µM*,-20*
Cc1ccc(NC(=O)N2CCCC(c3nc(-c4ccc(F)cc4)no3)C2)cc1 (centres undefined),16%,14
CCOc1ccc(CN(CC)C(=O)c2ccc3c(c2)[nH]c(=O)c(=O)n3CC)cc1OC,?,/
COc1cccc(C(=O)Nc2ncc3c(n2)CC(C)(C)CC3=O)c1,0%,9
CCc1c(C)sc(NC(=O)CC#N)c1C#N,?,/
COc1ccc(S(=O)(=O)N2CCC(C(=O)NCc3ccncc3)CC2)cc1,-7%,6
Cc1cccc(-n2nnc(C(=O)N3CCc4ccccc4C3)c2N)c1,?,/
COc1cccc(/C=C/C(=C2/C(=O)N(c3ccccc3)N=C2C)c2ccc(Br)cc2)c1OC,-1%,20
O=[N+]([O-])c1ccc(CCn2ccnc2)cc1,8%,9
CCCCCCCCOC(=O)CCc1c(C)[nH]c(=S)[nH]c1=O,?,/
CN(CC(=O)Nc1ccc(F)cc1)C(=O)COC(=O)Cc1cccs1,i,/
O=C(c1ccc2c(c1)OCO2)N1CCCC1,-15%,0
O=C1CSC(c2cn(-c3ccccc3)nc2-c2cc3ccccc3oc2=O)N1Cc1ccccc1 (centres undefined),?,/
Nn1c(SCc2cn3cc(Cl)ccc3n2)nnc1-c1ccncc1,i,/
COc1cccc(NS(=O)(=O)c2ccc3[nH]cc(C(=O)NCCN4CCOCC4)c(=O)c3c2)c1,i,-11
CCN1CCN(C(=S)c2ccc(Cl)c(Cl)c2)CC1,?,/
O=C(O)CCc1nc(-c2ccc(Cl)cc2)no1,22%,-13
O=C(C1CCC(CNS(=O)(=O)c2cccc3cccnc23)CC1)N1CCc2ccccc21 (centres undefined),?,/
CSc1ccc(S(=O)(=O)NCC(=O)OC2CCOC2=O)cc1[N+](=O)[O-] (centres undefined),?,/
O=C(O)CSc1sc(=S)sc1SCC(=O)O,13%,-17
CC(CNC(=O)c1cc(Cl)ccc1[N+](=O)[O-])NC(=O)c1cc(Cl)ccc1[N+](=O)[O-] (centres undefined),-14%,-8
CCS(=O)(=O)N1CCC(C(=O)NCCN2CCN(Cc3ccccc3)CC2)CC1,?,/
Cc1ccc(NC(=O)c2cc(-n3cnnc3)ccc2Cl)cc1,11%,-3
CCOC(=O)c1c(NC(=O)COC(=O)CCNS(=O)(=O)c2ccccc2)sc(C(=O)N(C)C)c1C,?,/
CC1Cc2ccccc2N1C(=O)Cn1c(=O)oc2cc(S(=O)(=O)N3CCCCC3)ccc21 (centres undefined),3%,12
CCCN1CCC(=NNC(=O)c2ccc(Br)o2)CC1,-3%,/
O=C(Oc1coc(CSc2nnc(NC(=O)c3cccs3)s2)cc1=O)c1ccccc1,-1%,-5
N#CCCN(Cc1ccccc1)C(=O)c1cccs1,-1%,9
O=C(Nc1ccccc1)C1=C(c2ccccc2)S(=O)(=O)CCS1(=O)=O,?,/
Cc1ccnc(NS(=O)(=O)c2ccc(Oc3ccccc3)cc2)c1,?,/
COc1ccc(OC)c(S(=O)(=O)N2CCC(NC(=O)c3ccccc3)CC2)c1,1%,3
COc1cccc(OCc2cc(C(=O)N3CCN(C)C(c4ccccc4)C3)no2)c1 (centres undefined),?,/
COc1cc(/C=C/C(=O)O)ccc1OCc1ccccc1C#N,?,/
O=C(CS(=O)c1ccc(C(F)(F)F)cc1[N+](=O)[O-])Oc1ccc(Cl)cc1 (centres undefined),?,/
Cc1ccc2nc(-c3ccccc3)cc(C(=O)N3CCN(c4ccccc4O)CC3)c2c1,i,0
CCNC(=O)/C(C#N)=C/c1c(N2CCN(c3ccccc3)CC2)nc2c(C)cccn2c1=O,?,/
Cc1cccc(NC(=O)c2ccc3c(c2)CCN3S(C)(=O)=O)c1,?,/
CN(C)C(=O)C1C2NC(=S)N(c3cccc(Cl)c3)C1(C)Oc1ccc(Cl)cc12 (centres undefined),1%,9
c1ccc(CNCc2ccco2)cc1,?,/
CS(=O)(=O)N(CC(=O)NCc1ccccc1)C1CCCCC1,-9%,-19
CS(=O)(=O)c1ccc(Cl)c(NC(=O)C2CC(=O)N(Cc3ccccc3)C2)c1 (centres undefined),i,20
CCN(CC)CCCN(Cc1cc2cc3c(cc2[nH]c1=O)OCO3)C(=S)NCCOC,?,/
O=C(CC1CC2CCC1C2)Nc1nc(-c2ccccn2)cs1 (centres undefined),?,/
Cc1ccc(NC(=O)CSc2ncn(-c3ccccc3)n2)cc1C,6%,16
C#CCOCCOCCOCCNc1nc(N2CCN(C(=O)[C@H]([C@@H](C)CC)n3cc(CCCN=C(N)N)nn3)CC2)nc(N2CCN(C(=O)[C@H](Cc3ccc(O)cc3)n3cc(CCO)nn3)CC2)n1,-16%,12
CC(C)CCNC(=O)NC(=O)CSc1nnc(COc2ccccc2Cl)o1,17%,13
CN1C2CCC1CC(N(CCc1ccccc1)C(=O)c1ccc(Cl)cc1)C2 (centres undefined),11%,-4
Cc1nn(C)c2ncc(C(N)=O)c(Oc3cccnc3)c12,-12%,-9
O=C(O)/C=C/c1ccc(S(=O)(=O)N2CCN(CCN3C(=O)C4C5C=CC(C5)C4C3=O)CC2)cc1 (centres undefined),?,/

# Record cards, as listed above:
# Listed for c1ccc(CNCc2ccco2)cc1 : Lipid storage S3 = ?; Lipid storage S3 cell count max = /
# Listed for CS(=O)(=O)N(CC(=O)NCc1ccccc1)C1CCCCC1 : Lipid storage S3 = -9%; Lipid storage S3 cell count max = -19

# Going on with the list:
SMILES,Lipid storage S3,Lipid storage S3 cell count max
Cc1cccc(C)c1Nc1nnc(SCC(=O)Nc2sccc2C#N)s1,?,/
Cc1ccccc1NC(=O)CCS(=O)(=O)c1ccc(Br)cc1,9%,/
O=C(COc1ccc(S(=O)(=O)N2CCCC2)cc1)Nc1ccc(F)cc1,?,/
N#CNC(=Nc1cccc(F)c1)SCc1cccc(F)c1,9%,17
CC1CC(C)CN(CCCNC(=O)COc2cc(=O)n(C)c3ccccc23)C1 (centres undefined),0%,6
COc1cc(C(=O)Oc2cccc(C=O)c2)cc(OC)c1OC,?,/
COC(=O)c1[nH]nc2c1C(=O)N(C1CCCCC1)C2=O,?,/
O=C(CSc1nnc(C2CC2)n1CC1CCCO1)Nc1cccc(Cl)c1 (centres undefined),?,/
O=C(NCC1CCN(Cc2ccccc2F)CC1)Nc1ccccc1F,?,/
Cc1cc(C(=O)Nc2cc(C)n(Cc3ccc(Cl)cc3)n2)no1,-6%,-14
CCOC(=O)c1c(C)[nH]c(C(=O)NCc2ccco2)c1C,?,/
Cn1cnnc1SCC(=O)c1ccco1,4%,5
Cc1ccc2nsnc2c1S(=O)(=O)Nc1ccccc1C(=O)O,-8%,3
CN(C)N1C(=O)CC(C)(c2ccc([N+](=O)[O-])cc2)C1=O (centres undefined),-2%,-4
Cc1ccc(-c2nnc(Sc3nc4ccccc4o3)c3ccccc23)cc1,5%,-15
COc1ccc(-c2nc(N)n(C(=O)c3ccco3)n2)cc1,4%,11
CN1CCN(NC(=O)/C=C/c2ccc(Br)cc2)CC1,?,/
COc1ccc(-c2cc(-c3ccc(C)cc3)n[nH]2)c(O)c1,5%,/
Cc1ccc([N+](=O)[O-])cc1N=C(c1cccc([N+](=O)[O-])c1)N1CCOCC1,?,/
CC(C)(C)c1ccc(C(=O)Nc2cccc3ncccc23)cc1,15µM*,/
Cc1nnc(SCC(=O)NC2CCCC2)n1C(C)C,-5%,-8
COc1cc(OC)cc(C(=O)N2CCN(Cc3ccccc3[N+](=O)[O-])CC2)c1,9%,6
CCOc1ccccc1CN1CCN(C2CCN(c3ccccc3F)CC2)CC1CCO (centres undefined),18%,2
COc1cc2c(cc1OC)CN(C(=O)c1cccs1)CC2,?,/

# Structures listed so far that have a furan ring, fused or not:
SMILES,Lipid storage S3,Lipid storage S3 cell count max
Cc1occc1-c1nnc(SCC(=O)Nc2ccccc2)n1CCc1ccccc1,?,/
Cc1coc2cc3oc(=O)c(CCC(=O)NCCCN4CCCC4=O)c(C)c3cc12,?,/
C/C(=N\NC(=O)c1nnn(-c2nonc2N)c1CSc1ccc(Cl)cc1)c1ccco1,?,/
CCCN1CCC(=NNC(=O)c2ccc(Br)o2)CC1,-3%,/
c1ccc(CNCc2ccco2)cc1,?,/
CCOC(=O)c1c(C)[nH]c(C(=O)NCc2ccco2)c1C,?,/
Cn1cnnc1SCC(=O)c1ccco1,4%,5
COc1ccc(-c2nc(N)n(C(=O)c3ccco3)n2)cc1,4%,11

# Remaining list, next part.
SMILES,Lipid storage S3,Lipid storage S3 cell count max
Cc1oc(-c2cccc(Cl)c2)nc1CS(=O)(=O)CC(=O)NCCN1CCCC1,?,/
CC/C(=N\O)c1ccc(O)c(OC)c1,?,/
O=C(N/N=C/c1c(O)ccc2ccccc12)c1ccc[n+](CCO)c1,?,/
O=C1CC(c2ccccc2)CC(O)=C1C=NCc1ccc(Cl)cc1 (centres undefined),-9%,14
CCC1CN(C(=O)N2CCC(C(=O)NCc3ccc(C)o3)CC2)c2ccccc2O1 (centres undefined),i,/
COc1ccc(/C=C(\C#N)C(=O)NCc2cccnc2)cc1OC,21%,-2
O=C(N/N=C/c1ccc([N+](=O)[O-])o1)c1sc2ccccc2c1Cl,?,/
O=S(=O)(CCN1CCOCC1)c1ccc(OC(F)(F)F)cc1,5%,13
NC(N)=Nc1nc(-c2ccccc2)c2cc(Cl)ccc2n1,?,/
CN(C)CCCNc1ncnc2c1cnn2-c1ccccc1,?,/
O=C(CSc1nnc(-c2ccco2)n1Cc1ccccc1)NCc1ccccc1,?,/
CCCCCCNC(=O)Nc1ccccc1,?,/
CC(=O)c1cccc(NC(=S)NC(=O)c2ccc(Cl)cc2)c1,?,/
Cc1cc(=O)oc2cc(OCC(=O)N3CCCC3)c(Cl)cc12,?,/
O=C(CCS(=O)(=O)c1ccccc1)Nc1ccc(Cl)cn1,?,/
O=C(Nc1ccccc1Cl)NC1CCCCCCC1,?,/
NC(=O)c1cc2ccc(O)cc2oc1=Nc1ccccc1,0%,-20
COc1ccc(C)cc1NC(=O)CCC(=O)Nc1nnc(C2CCCCC2)s1,?,/
CC(C)(C)C1CCC(=NNC(=O)C(=O)NC2CCCCC2)CC1 (centres undefined),12%,12
O=C(COc1ncnc2scc(-c3ccc(Cl)cc3)c12)NCc1ccco1,?,/
Cc1nc2ncnn2c(C)c1CCC(=O)N1CCCCC1,?,/
O=c1nccc(NCc2ccco2)[nH]1,?,/
COc1ccc2c(c1)O[C@@H](c1cccc(C(F)(F)F)c1)[C@H](OC(=O)NCCc1ccc(OC)c(OC)c1)C2=O,?,/

# Source: PubChem (National Center for Advancing Translational Sciences (NCATS))
